From PubChem
GC-A act: GC-A (human) enzyme activation; P16066; HEK293 GC-A cells, cGMP TR-FRET, EC30 ANP; 0% at EC30 ANP, 100% saturating ANP; activation, % at 10 µM; 370,000 tested, 0.14% active; in the data active = activation above about 40%
hgDAF12 agonist: hgDAF-12 agonism, primary luciferase screen. 370,000 tested, 1.8% active. HEK293 GAL4-hgDAF12 UAS-luciferase reporter, agonist luminescence; normalized to butyrate control. activation, % at 6.8 µM;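 active = activation above a cutoff set at the mean of all screened compounds plus 3 SD, cut at about 10% in these data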;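 note: 0% = DMSO wells and 100% = sodium butyrate wells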
FXN GAA850 act: increases GAA850 frataxin promoter reporter activity. HEK293 lucGAA850 FXN promoter luciferase reporter, 24 h; percent of 10 µM SAHA response. activation, % at 6 µM. 360,000 tested, 0.56% active;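 active = activation above the average of all compounds screened plus 3 SD, cutoff fixed separately per campaign, cut at about 7.5% in these data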;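 note: 0% = DMSO wells and 100% = 10 µM SAHA wells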
DAX1 inh-1: NR0B1 (DAX1) inhibition | inhibition, % at 6.75 µM | AID 504766 | HEK293 Gal4-DAX1 luciferase reporter, luminescence | P51843 | 340,000 tested, 0.99% active;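 active = inhibition above the mean over all tested compounds plus 3 SD, cut at about 4.2% in these data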;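 note: 0% = DAX1-transfected cells with DMSO and 100% = empty-vector control cells with DMSO; inhibition shows as a rise in luminescence from relieved DAX1 repression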
ssDAF12 agonist: activators of S. stercoralis DAF-12 nuclear receptor; HEK293 ssDAF-12/GRIP1 lit1-tk-luc reporter, luminescence; % of 3 µM dafachronic acid response; activation, % at 6.8 µM; 370,000 tested, 1% active; AID 652126;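 active = activation above the mean over all tested compounds plus 3 SD, cut at about 0.9% in these data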;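 note: 0% = DMSO-only wells and 100% = 3 µM delta7-dafachronic acid wells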
SMARCA2 act: SMARCA2 function activation, primary screen; MG213 cells, MMTV-luciferase reporter, dexamethasone, overnight; activation, % at 9.1 µM; 370,000 tested, 1% active; AID 652017; in the data active = activation above about 7.8%;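 note: 0% = vehicle wells and 100% = reference activator wells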
HGIII-sPLA2 inh: Inhibits HGIII-sPLA2 liposome hydrolysis, primary screen | QFRET BODIPY PC-A2 liposome hydrolysis, fluorescence | inhibition, % at 12.2 µM | 370,000 tested, 0.56% active;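 active = inhibition above mean plus 3 SD of compounds lying within the high and low control bounds, cut at about 19% in these data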;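 note: 0% = median of test compound wells and 100% = no enzyme DMSO wells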
Target sequence (Q9NZ20 whole entry, looked up): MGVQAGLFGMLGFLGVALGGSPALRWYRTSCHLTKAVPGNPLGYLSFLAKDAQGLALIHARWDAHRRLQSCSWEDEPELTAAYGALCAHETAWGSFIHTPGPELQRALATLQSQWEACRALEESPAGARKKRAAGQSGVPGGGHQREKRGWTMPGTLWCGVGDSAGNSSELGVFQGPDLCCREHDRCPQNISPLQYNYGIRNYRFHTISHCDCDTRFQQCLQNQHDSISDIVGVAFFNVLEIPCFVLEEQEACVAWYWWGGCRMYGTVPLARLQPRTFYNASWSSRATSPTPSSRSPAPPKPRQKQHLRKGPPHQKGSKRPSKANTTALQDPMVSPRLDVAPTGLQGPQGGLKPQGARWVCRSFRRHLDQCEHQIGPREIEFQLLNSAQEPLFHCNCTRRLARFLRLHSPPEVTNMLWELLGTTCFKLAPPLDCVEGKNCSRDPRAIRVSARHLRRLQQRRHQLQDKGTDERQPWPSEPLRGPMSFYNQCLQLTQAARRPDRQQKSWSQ
hcDAF-12 act: H. contortus DAF-12 activation, primary screen. 370,000 tested, 1.4% active. AID 652067. HEK293 hcDAF-12 lit1-tk-luc reporter, luminescence; 0% DMSO, 100% Δ7-dafachronic acid. activation, % at 6.8 µM;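 active = activation above the mean of all tested compounds plus 3 SD, cut at about 5.5% in these data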;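 note: 100% = response to 3 µM Δ7-dafachronic acid high control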
ADAM10 inh: ADAM10 inhibition, QFRET primary screen; O14672; recombinant ADAM10, EDANS/DABCYL FRET peptide cleavage, 3 h; inhibition, % at 7 µM; 370,000 tested, 0.62% active;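 active = inhibition above a per-campaign cutoff equal to the mean of compounds falling between control-based bounds plus 3 SD, cut at about 20% in these data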;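 note: 0% = DMSO wells while the 100% control is not disclosed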
Target sequence (O14672 214-748 limits assumed): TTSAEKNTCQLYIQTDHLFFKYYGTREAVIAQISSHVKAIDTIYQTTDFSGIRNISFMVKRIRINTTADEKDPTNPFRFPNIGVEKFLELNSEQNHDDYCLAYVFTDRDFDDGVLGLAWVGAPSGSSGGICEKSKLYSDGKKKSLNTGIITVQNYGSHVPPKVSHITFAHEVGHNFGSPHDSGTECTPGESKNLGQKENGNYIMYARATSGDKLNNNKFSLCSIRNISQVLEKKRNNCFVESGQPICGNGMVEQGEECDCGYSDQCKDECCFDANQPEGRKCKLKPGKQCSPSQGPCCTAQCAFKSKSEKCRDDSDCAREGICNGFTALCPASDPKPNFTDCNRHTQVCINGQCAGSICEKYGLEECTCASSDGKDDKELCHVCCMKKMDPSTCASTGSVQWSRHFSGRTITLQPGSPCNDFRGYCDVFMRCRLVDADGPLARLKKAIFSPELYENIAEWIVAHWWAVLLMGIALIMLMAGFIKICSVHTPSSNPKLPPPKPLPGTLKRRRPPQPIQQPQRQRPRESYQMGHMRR
DAX1 inh-2: inhibitors of DAX1 repression of SF-1 activated StAR promoter; HEK293T StAR-luciferase reporter, SF-1/DAX-1 repression relief; AID 652010; 370,000 tested, 1.1% active; inhibition, % at 6.8 µM;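 active = inhibition above the mean over all tested compounds plus 3 SD, cut at about 3.6% in these data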;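 note: 0% = DAX-1 cells with DMSO and 100% = cells lacking DAX-1 with DMSO; higher inhibition means more luminescence from relief of DAX-1 repression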
NPR2 activator: GC-B (human) receptor activation | 370,000 tested, 0.11% active | HEK293-GC-B cells, CNP EC30, cGMP TR-FRET; 0% at EC30 CNP, 100% saturating CNP | activation, % at 10 µM;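 active = activation at 10 µM reaching about 35% in either raw or pattern-adjusted values, limit read from the data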
* marks the source's active call; other numbers are inactive results.

`Cc1ccc(NC(=O)c2ncn[nH]2)cc1` gave GC-A act -4, hgDAF12 agonist -0.6, FXN GAA850 act 2.2, DAX1 inh-1 -1.2, ssDAF12 agonist -1.2, SMARCA2 act -2, HGIII-sPLA2 inh -3, hcDAF-12 act -0.4, ADAM10 inh 2, DAX1 inh-2 -0.3 and NPR2 activator -1.
`Cc1ccc(NC(=O)CC2NCCN(Cc3ccccc3)C2=O)cc1` (stereo not given) gave GC-A act 2, hgDAF12 agonist 1.8, FXN GAA850 act 1.6, ssDAF12 agonist -1.4, SMARCA2 act 0, HGIII-sPLA2 inh 4, hcDAF-12 act 2.9, ADAM10 inh 8, DAX1 inh-2 -0.3 and NPR2 activator 2.
`O=C(CC1NCCc2ccccc21)Nc1ccc(Oc2ccccc2)cc1` (stereo not given) gave GC-A act 8, hgDAF12 agonist -1.3, FXN GAA850 act -0.1, DAX1 inh-1 -0.5, ssDAF12 agonist -1.0, SMARCA2 act 0, HGIII-sPLA2 inh -4, hcDAF-12 act -1.7, ADAM10 inh 1, DAX1 inh-2 0.2 and NPR2 activator -1.
Screening CCN(CC)S(=O)(=O)c1ccc(-c2csc(C)n2)s1 returned GC-A act -2, hgDAF12 agonist 1.2, FXN GAA850 act 1.6, DAX1 inh-1 2.7, ssDAF12 agonist -0.7, SMARCA2 act 0, HGIII-sPLA2 inh 0, hcDAF-12 act 0.7, ADAM10 inh 1, DAX1 inh-2 0.1 and NPR2 activator 4.
For CC(C)NC(=O)N(C)C[C@H]1Oc2ccc(NC(=O)Cn3cnnn3)cc2C(=O)N([C@H](C)CO)C[C@@H]1C the results were GC-A act 3, hgDAF12 agonist 0.2, FXN GAA850 act 0.1, DAX1 inh-1 -0.8, ssDAF12 agonist -0.6, SMARCA2 act -1, HGIII-sPLA2 inh 8, hcDAF-12 act -1.1, ADAM10 inh -6, DAX1 inh-2 0.2 and NPR2 activator 1.
CCOC(=O)c1ccc(N2CCOCC2)c(NC(=O)c2c(-c3ccccc3)noc2C)c1 was read as GC-A act -5, hgDAF12 agonist 1.4, FXN GAA850 act -4.1, ssDAF12 agonist -1.1, SMARCA2 act -4, HGIII-sPLA2 inh -5, hcDAF-12 act -0.9, ADAM10 inh 6, DAX1 inh-2 -0.9 and NPR2 activator -5.
For CCOc1cc(S(=O)(=O)NCc2ccccc2)ccc1Br the results were GC-A act -1, hgDAF12 agonist 1.1, FXN GAA850 act 1.5, DAX1 inh-1 0.2, ssDAF12 agonist -1.1, SMARCA2 act -3, HGIII-sPLA2 inh -16, hcDAF-12 act 0.0, ADAM10 inh -5, DAX1 inh-2 -0.3 and NPR2 activator 3.
For Cc1ccc(Cn2nc(C)c(NC(=O)CCCn3nc([N+](=O)[O-])c(Cl)c3C)c2C)cc1 the results were GC-A act 2, hgDAF12 agonist 0.7, FXN GAA850 act -3.3, DAX1 inh-1 -1.1, ssDAF12 agonist -1.5, SMARCA2 act -2, HGIII-sPLA2 inh -8, hcDAF-12 act -0.9, ADAM10 inh -1, DAX1 inh-2 0.5 and NPR2 activator 0.
CN1CCN(C(c2cccc(Cl)c2)c2ccccc2Cl)CC1 (stereo not given) was read as GC-A act -41, hgDAF12 agonist -2.1, FXN GAA850 act 0.3, DAX1 inh-1 -0.4, ssDAF12 agonist -1.3, SMARCA2 act -1, HGIII-sPLA2 inh 4, hcDAF-12 act -0.2, ADAM10 inh -12, DAX1 inh-2 0.8 and NPR2 activator -20.
`CCOCc1nc(N)[nH]c(=O)c1Cc1ccc(OC(C)C)cc1` gave GC-A act 2, hgDAF12 agonist 1.3, FXN GAA850 act 2.2, DAX1 inh-1 0.8, ssDAF12 agonist -0.8, SMARCA2 act 1, HGIII-sPLA2 inh -4, hcDAF-12 act -1.1, ADAM10 inh -12, DAX1 inh-2 0.2 and NPR2 activator 8.
Cc1ccc(NC(=O)CSc2nnc(C3COc4ccccc4O3)o2)c(Cl)c1 (stereo not given) was read as GC-A act -4, hgDAF12 agonist 0.4, FXN GAA850 act 1.7, DAX1 inh-1 -0.1, ssDAF12 agonist -1.0, SMARCA2 act -1, HGIII-sPLA2 inh -12, hcDAF-12 act -1.9, ADAM10 inh 7, DAX1 inh-2 3.1 and NPR2 activator 3.
For COc1ccc(N2CCN(C(=O)c3ccc(CS(=O)c4cccc(C)c4)o3)CC2)cc1 (stereo not given) the results were GC-A act 2, hgDAF12 agonist -1.0, FXN GAA850 act -4.4, DAX1 inh-1 0.2, ssDAF12 agonist -1.2, SMARCA2 act -4, HGIII-sPLA2 inh 5, hcDAF-12 act -0.1, ADAM10 inh 5, DAX1 inh-2 -0.5 and NPR2 activator 2.
Cn1nc(-c2ccc(C(=O)N3CCN(CCO)CC3)cc2)c2ccccc2c1=O was read as GC-A act -1, hgDAF12 agonist -1.3, FXN GAA850 act -2.1, DAX1 inh-1 4.2, ssDAF12 agonist -1.5, SMARCA2 act 3, HGIII-sPLA2 inh -5, hcDAF-12 act 0.2, ADAM10 inh 2, DAX1 inh-2 -0.1 and NPR2 activator 6.
`COCCn1cnnc1SCC(=O)Nc1sccc1C(N)=O` gave GC-A act -1, hgDAF12 agonist 0.0, FXN GAA850 act 1.2, DAX1 inh-1 0.3, ssDAF12 agonist -1.4, SMARCA2 act -2, HGIII-sPLA2 inh 3, hcDAF-12 act -1.4, ADAM10 inh -2, DAX1 inh-2 0.1 and NPR2 activator 2.
For Cc1cc(C(=O)CSc2nnnn2-c2ccc(Cl)cc2)c(C)n1CC1CCCO1 (stereo not given) the results were GC-A act -2, hgDAF12 agonist 2.5, FXN GAA850 act 1.5, DAX1 inh-1 0.8, ssDAF12 agonist -0.3, SMARCA2 act 0, HGIII-sPLA2 inh -1, hcDAF-12 act -1.6, ADAM10 inh 0, DAX1 inh-2 -0.8 and NPR2 activator -12.
For O=C(COc1cc(F)ccc1[N+](=O)[O-])N1N=C(c2cccs2)CC1c1ccco1 (stereo not given) the results were GC-A act -5, hgDAF12 agonist -0.9, FXN GAA850 act 2.1, DAX1 inh-1 -0.4, ssDAF12 agonist -1.2, SMARCA2 act 0, HGIII-sPLA2 inh 0, hcDAF-12 act 0.6, ADAM10 inh 9, DAX1 inh-2 0.4 and NPR2 activator -3.
Screening COCCNC(=O)CN1C(=O)NC2(CCOc3ccccc32)C1=O (stereo not given) returned GC-A act 0, hgDAF12 agonist 0.3, FXN GAA850 act 0.9, DAX1 inh-1 0.4, ssDAF12 agonist -0.5, SMARCA2 act -1, HGIII-sPLA2 inh -3, hcDAF-12 act 7.2*, ADAM10 inh 1, DAX1 inh-2 -0.1 and NPR2 activator 1.
Screening CSc1ncccc1C(=O)OCC(=O)c1ccc(Cl)s1 returned GC-A act -7, hgDAF12 agonist -1.0, FXN GAA850 act -2.6, DAX1 inh-1 -0.9, ssDAF12 agonist -1.3, SMARCA2 act -1, HGIII-sPLA2 inh -19, hcDAF-12 act -0.9, ADAM10 inh 8, DAX1 inh-2 -0.5 and NPR2 activator -5.
Screening CC(=O)c1cccc(NC(=O)CC(C)n2ccnc2)c1 (stereo not given) returned GC-A act -2, hgDAF12 agonist 2.0, FXN GAA850 act 0.8, DAX1 inh-1 1.6, ssDAF12 agonist -0.4, SMARCA2 act -3, HGIII-sPLA2 inh 0, hcDAF-12 act -1.5, ADAM10 inh -3, DAX1 inh-2 -0.3 and NPR2 activator 2.
For CC(C)NC(=O)NC(=O)CN1C(=O)NC2(CCc3ccccc3C2)C1=O (stereo not given) the results were GC-A act -2, hgDAF12 agonist -3.3, FXN GAA850 act 1.5, DAX1 inh-1 3.8, ssDAF12 agonist -1.0, SMARCA2 act -3, HGIII-sPLA2 inh -3, hcDAF-12 act 1.8, ADAM10 inh 2, DAX1 inh-2 -0.5 and NPR2 activator -3.
COc1ccccc1-n1c(C)cc(/C=C2\C(=N)N3N=C(CC(=O)N4CCOCC4)SC3=NC2=O)c1C was read as GC-A act -4, hgDAF12 agonist -1.3, FXN GAA850 act 0.4, DAX1 inh-1 0.4, ssDAF12 agonist -0.7, SMARCA2 act -1, HGIII-sPLA2 inh -15, hcDAF-12 act -0.7, ADAM10 inh -11, DAX1 inh-2 -0.4 and NPR2 activator -10.
COC(=O)C(C(=O)OC)c1ccccc1NS(=O)(=O)c1cccc2ccccc12 was read as GC-A act 2, hgDAF12 agonist -2.1, ssDAF12 agonist -0.4, SMARCA2 act 4, HGIII-sPLA2 inh -1, hcDAF-12 act -1.6, ADAM10 inh -3, DAX1 inh-2 0.1 and NPR2 activator -8.
For Cc1ccc(C(=O)NNC(=O)c2cccs2)cc1 the results were GC-A act 2, hgDAF12 agonist 4.2, FXN GAA850 act 3.9, DAX1 inh-1 3.5, ssDAF12 agonist -0.7, SMARCA2 act 9.3*, HGIII-sPLA2 inh 3, hcDAF-12 act 1.3, ADAM10 inh 2, DAX1 inh-2 3.1 and NPR2 activator 1.
COC(=O)c1ccc(Cn2cnc3c(sc4nc(N5CCOCC5)c5c(c43)CCCC5)c2=O)o1 was read as GC-A act 41*, hgDAF12 agonist 1.5, FXN GAA850 act 4.4, DAX1 inh-1 0.1, ssDAF12 agonist -1.5, SMARCA2 act 4, HGIII-sPLA2 inh -5, hcDAF-12 act -1.6, ADAM10 inh -20, DAX1 inh-2 -1.1 and NPR2 activator 49*.
`CC(C)CNC(=O)COC(=O)C1c2ccccc2Oc2ccccc21` gave GC-A act -9, hgDAF12 agonist 2.1, FXN GAA850 act 0.5, DAX1 inh-1 0.8, ssDAF12 agonist -0.5, SMARCA2 act 0, HGIII-sPLA2 inh -7, hcDAF-12 act -0.2, ADAM10 inh 0, DAX1 inh-2 0.2 and NPR2 activator 7.
COc1ccc(/C=N/NC(=O)c2nnn(-c3nonc3N)c2C)cc1OC was read as GC-A act 1, hgDAF12 agonist -1.4, FXN GAA850 act 0.6, DAX1 inh-1 2.4, ssDAF12 agonist -1.5, SMARCA2 act -3, HGIII-sPLA2 inh 1, hcDAF-12 act -1.2, ADAM10 inh -3, DAX1 inh-2 -0.5 and NPR2 activator 6.
Screening CN(Cc1nc(-c2ccc3c(c2)OCO3)no1)CC1(N2CCOCC2)CCCCC1 returned GC-A act -3, hgDAF12 agonist -2.2, FXN GAA850 act 3.8, DAX1 inh-1 3.9, ssDAF12 agonist -1.1, SMARCA2 act 0, HGIII-sPLA2 inh 9, hcDAF-12 act 0.2, ADAM10 inh -12, DAX1 inh-2 -0.4 and NPR2 activator -6.
O=C(COC(=O)c1c2ccccc2cc2ccccc12)NCC(F)(F)F was read as GC-A act 1, hgDAF12 agonist -1.6, FXN GAA850 act 1.5, DAX1 inh-1 -0.6, ssDAF12 agonist -2.1, SMARCA2 act -1, HGIII-sPLA2 inh -23, hcDAF-12 act -1.3, ADAM10 inh -178, DAX1 inh-2 0.0 and NPR2 activator 1.
